12-LOX inh: inhibitors of human 12S-lipoxygenase ALOX12. P18054. purified 12hLO, xylenol orange hydroperoxide absorbance. Potency, µM (titrated, usually from 108 µM), without a hit: at the top dose activity change, negative = inhibition, actives largely listed as inhibitors. actives 1.1% (n = 580,000). AID 1671190; also: % is scaled to controls: 0 for no effect and ±100 for the full control effect
Target sequence (P18054 whole entry, looked up): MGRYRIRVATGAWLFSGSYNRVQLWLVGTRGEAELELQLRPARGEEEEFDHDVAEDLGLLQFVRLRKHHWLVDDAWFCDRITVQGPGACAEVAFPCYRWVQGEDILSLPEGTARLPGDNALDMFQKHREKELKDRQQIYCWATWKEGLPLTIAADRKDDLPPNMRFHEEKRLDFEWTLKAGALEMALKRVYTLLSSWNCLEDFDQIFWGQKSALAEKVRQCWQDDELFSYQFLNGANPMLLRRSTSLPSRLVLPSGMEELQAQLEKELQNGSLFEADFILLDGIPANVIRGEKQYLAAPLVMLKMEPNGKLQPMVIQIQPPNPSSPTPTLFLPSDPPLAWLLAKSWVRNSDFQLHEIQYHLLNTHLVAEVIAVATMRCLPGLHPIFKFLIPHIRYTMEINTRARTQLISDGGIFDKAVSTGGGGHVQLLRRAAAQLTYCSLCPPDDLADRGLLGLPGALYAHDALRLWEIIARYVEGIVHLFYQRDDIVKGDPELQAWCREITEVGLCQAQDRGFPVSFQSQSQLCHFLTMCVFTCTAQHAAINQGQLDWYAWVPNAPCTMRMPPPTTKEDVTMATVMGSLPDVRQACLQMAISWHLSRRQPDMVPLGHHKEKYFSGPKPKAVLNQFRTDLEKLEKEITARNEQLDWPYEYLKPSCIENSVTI
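Hydroperoxide product was detected by ferrous iron/xylenol orange as the 573 to 405 nm absorbance ratio. Arachidonic acid at 40 uM (final) was turned over for 30 min at room temperature by 150 nM human 12hLO, pH 7.0 Hepes buffer, after 15 min compound preincubation.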
RGS4 inh: blocks human RGS4-accelerated GTP hydrolysis; AID 504845; P49798; actives 0.039% (n = 390,000); Potency, µM (doses to about 114 µM), inactives show top-dose activity change, negative = inhibition, hits mostly inhibitors; Transcreener GDP fluorescence polarization, RGS4-accelerated GTP hydrolysis; also: % is scaled to controls: 0 for no effect and ±100 for the full control effect; nearly all actives have a fitted effect of over 75% in size; some results filed as inactive show a strong effect at the top dose
Target sequence (P49798 whole entry, looked up): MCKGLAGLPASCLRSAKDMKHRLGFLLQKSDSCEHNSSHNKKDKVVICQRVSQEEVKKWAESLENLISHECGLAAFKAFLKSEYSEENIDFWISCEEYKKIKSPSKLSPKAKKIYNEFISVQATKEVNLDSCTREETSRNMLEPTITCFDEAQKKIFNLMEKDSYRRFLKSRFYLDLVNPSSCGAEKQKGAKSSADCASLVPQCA
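MLSMR compounds (23 nl, pin-transferred) preincubated 10 min at room temperature with a 500nM (2x) first reagent, then RGS4 at 900nM (2x) plus Transcreener GDP mix added; fluorescence polarization (620/688 nm) read before and after 90 min at 30 °C.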
Pin1 inh: blocks the human prolyl isomerase Pin1; Q13526; AID 504891; Potency, µM (titrated, usually from 115 µM), for the others: top-dose activity, negative = inhibition, most hits filed as inhibitors; actives 0.009% (n = 390,000); Pin1 FP peptide displacement, HiFluor488, 10 min; active = well fitted inhibition curve with a large enough effect in the polarisation, with a control signal flat, not every such curve was filed as active; inconclusive = small, poorly fitted or top-dose-only effect, or effect the other way, or a change in a side signal; inactive = no such curve, though single readings can be large or run the other way; the % refers to the polarisation; also: % is scaled to controls: 0 for no effect and ±100 for the full control effect
rTrxR1 inhibitor: rat TrxR1 inhibition | actives 1% (n = 390,000) | recombinant rTrxR1, NADPH fluorescence consumption, selenite substrate | Potency, µM (titrated, usually from 114 µM), without a hit: at the highest dose activity change, negative = inhibition, usual class: inhibitors | AID 588453; also: % is scaled to controls: 0 for no effect and ±100 for the full control effect; nearly all actives have a fitted effect of over 65% in size
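Rat TrxR1 (90 nM in the dispensed reagent) was pre-reduced with 400 uM NADPH for 5 min at room temperature, then incubated with compound for 15 min. After 400 uM selenite was added, NADPH fluorescence (Ex 340/Em 450 nm) was followed for 8 min.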
PGK inhibitor: blocks T. brucei phosphoglycerate kinase | Potency, µM (series often up to 57.5 µM), without a hit: at the top dose activity change, negative = inhibition, most hits filed as inhibitors | actives 0.043% (n = 380,000) | PGK/GAPDH coupled, Kinase-Glo luminescence, 60 min | AID 602233 | P07378; also: % is scaled to controls: 0 for no effect and ±100 for the full control effect; nearly all actives have a fitted effect of over 60% in size
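Recombinant glycosomal PGK reaction used 1,3-bisphosphoglycerate generated in-well by GAPDH (100nM final) in 100mM TEA pH 7.6, 5mM MgCl2, 0.01% Tween-20. After 60 minutes at room temperature, ATP was read by Kinase-Glo Plus luminescence end-point.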
HP1b chromo inh: HP1-beta chromodomain-methylated histone interaction inhibition; AlphaScreen HP1-beta / biotin-H3K9me3 peptide binding; Potency, µM (doses to about 114 µM), for inactives: top-dose activity change, negative = inhibition, usual class: inhibitors; actives 0.56% (n = 390,000); also: nearly all actives have a fitted effect of over 70% in size; inactives centre near 23
Target sequence (P83916 whole entry, looked up): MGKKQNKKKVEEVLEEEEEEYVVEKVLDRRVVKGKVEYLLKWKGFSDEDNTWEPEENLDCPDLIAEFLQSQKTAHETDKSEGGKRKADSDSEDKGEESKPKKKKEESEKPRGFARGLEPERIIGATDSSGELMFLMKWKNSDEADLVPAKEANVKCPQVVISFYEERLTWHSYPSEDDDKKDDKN
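HP1-beta protein (50 nM final) preincubated 30 min at room temperature with biotinylated H3(1-18)K9me3 peptide (50 nM) in PBS pH 7.4, 0.01% Tween-20, then compound added for 30 min. AlphaScreen streptavidin donor/nickel chelate acceptor beads (10 ug/mL final), 30 min dark, luminescence read.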
GLS inh: blocks human kidney-isoform glutaminase activity; actives 0.21% (n = 410,000); GLS enzymatic activity, qHTS titration; O94925; Potency, µM (titrated, usually from 45.5 µM), for the others: at the top dose activity change, negative = inhibition, usual class: inhibitors; also: % is scaled to controls: 0 for no effect and ±100 for the full control effect
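Two-point fluorescence kinetic (t0, 30 min RT) for hKGA; glutamate detected via glutamate oxidase–HRP–Amplex Red. Substrate: 1 mM L-glutamine solution; buffer 45 mM KH2PO4, pH 8.2.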
JMJD2A Tudor: inhibitors of human JMJD2A Tudor domain; Potency, µM (top dose mostly 114 µM), without a hit: at the top dose activity change, negative = inhibition, most hits filed as inhibitors; actives 4.4% (n = 390,000); AID 504339; AlphaScreen JMJD2A-Tudor / H3K4me3 peptide binding; also: % is scaled to controls: 0 for no effect and ±100 for the full control effect; nearly all actives have a fitted effect of over 50% in size
ERG Ets-DNA blk: blocks human ERG Ets domain binding to DNA; P11308; Potency, µM (top dose mostly 76.9 µM), without a hit: at the top dose FP activity, negative = inhibition, actives largely listed as inhibitors; actives 0.028% (n = 370,000); AID 624246; fluorescence polarization, His-ERG Ets domain / labelled DNA; active = well fitted inhibition curve with a large enough effect in the polarisation, with a control signal flat; inconclusive = small, poorly fitted or top-dose-only effect, or effect the other way, or a change in a side signal; inactive = no such curve, though single readings can be large or run the other way; the % refers to the polarisation;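 also: polarization taken with two DNA probes labelled with fluorescein and Texas red; % of control where 0% means no effect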
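His-tagged ERG Ets domain (1 uM in the protein solution; 300mM KCl, 50mM Tris-HCl, 1mM EDTA, 1mM DTT, pH 7.5) received compound, then a probe mix of 5 nM fluorescein-DNA and 100nM Texas-615-DNA. Fluorescence polarization was read for both dyes.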
An asterisk follows results filed as active; i = inactive; ? = inconclusive; / = not tested or not shown; & = joins results of further samples; [ ] = remark or other dose. Unless noted, calls follow the shape of the dose curve; as a rule, active = well fitted curve in the direction sought with a large enough effect; inconclusive = small, poorly fitted or top-dose-only effect, or another doubt; inactive = no such curve, though single readings can be large; an effect the other way counts as inactive or inconclusive. Potency is read from the fitted curve at half-maximal effect. An excerpt; count on the stated rates, not on these rows.

no.	mol	GLS inh	Pin1 inh	JMJD2A Tudor	ERG Ets-DNA blk	RGS4 inh
1	COc1cc(CNc2ccc3[nH]c(=O)[nH]c3c2)ccc1OCC(=O)NC(C)(C)C	6%	?	-26%	-2%	-40%
2	COC(=O)c1ccsc1NC(=O)CN1CCN(c2ncccn2)CC1	-5%	-1%	-1%	-2%	4%
3	CCOc1ccc(NC(=O)Cn2nnc(C(=O)NCCc3ccc(OC)c(OC)c3)c2N)cc1	-2%	1%	-3%	-5%	-41%
4	O=C(NC(c1ccccc1)c1ccccc1)c1ccc(=O)[nH]n1	-5%	-3%	-13%[11.4 µM]	-5%	?
5	CCN(CC)c1ccc(NS(=O)(=O)c2ccc(-c3cnc(C4CC4)o3)cc2)c(C)c1	19%	?	18µM*	-1%	6%
6	O=C(CSc1nccn1-c1ccc(Cl)cc1)N1CCCc2ccccc21	-6%	-5%	?	-15%	-17%
7	CCC(=O)C1=C(c2cccc([N+](=O)[O-])c2)N(C(=O)CC)n2c(nnc2-c2ccccc2)S1	10%	1%	-6%	11%	-17%
8	N/C(=N\OC(=O)Cc1ccccc1[N+](=O)[O-])c1cccnc1	-1%	6%	-4%	5%	-5%
9	Cc1ccc2cc(CCNC(=O)c3ccc(Br)o3)c(=O)[nH]c2c1	3%	1%	-13%	2%	-6%
10	CC1(C)NC(=O)N(CC(=O)OCC(=O)c2ccc(F)cc2)C1=O	4%	2%	-8%	/	13%
11	Cn1c(SCc2nc3ccccc3[nH]2)nnc1-c1cccs1	5%	-2%	-10%	-2%	-3%
12	COC(=O)c1ccc(NC(=O)C[n+]2ccccc2C)cc1	1%	14%	-17%	-3%	-7%
13	Cc1cc(NC(=O)C(C)SCC(=O)OC(C)C(=O)Nc2ccc(F)cc2Cl)no1 (stereo unspecified)	-7%	-2%	-7%	2%	-25%
14	CCOC(=O)N1CCN(C(=O)COc2ccc(Br)cc2)CC1	8%	1%	0%	0%	-8%
15	Cc1ccc2scc(N3CCN(c4cccc(C(F)(F)F)c4)CC3)c(=O)c2c1	2%	-4%	-21%	-3%	-16%

no.	12-LOX inh	HP1b chromo inh	PGK inhibitor	rTrxR1 inhibitor
1	-21%	15%	0%	-20%
2	16%	23%	-5%	7%[57.1 µM]
3	0%	32%	-5%	4%[57.1 µM]
4	-13%	-10%	-5%	12%[57.1 µM]
5	-23%	?	-1%	7%[57.1 µM]
6	-9%	?	-5%	15%[57.1 µM]
7	-7%	43%	-10%	15%[57.1 µM]
8	0%	42%[activator]	-4%	20%[57.1 µM]
9	-28%	25%	4%	?
10	13%	22%	-11%	-4%
11	8%	20%	-2%	-3%
12	8%	14%	5%	19%
13	8%	31%	i	-1%
14	i	18%	3%	8%[57.1 µM]
15	4%	13%[57 µM]	2%	25%[57.1 µM]

Compounds 6 to 13, reprinted for reference:
no.	mol	GLS inh	Pin1 inh	JMJD2A Tudor	ERG Ets-DNA blk	RGS4 inh
6	O=C(CSc1nccn1-c1ccc(Cl)cc1)N1CCCc2ccccc21	-6%	-5%	?	-15%	-17%
7	CCC(=O)C1=C(c2cccc([N+](=O)[O-])c2)N(C(=O)CC)n2c(nnc2-c2ccccc2)S1	10%	1%	-6%	11%	-17%
8	N/C(=N\OC(=O)Cc1ccccc1[N+](=O)[O-])c1cccnc1	-1%	6%	-4%	5%	-5%
9	Cc1ccc2cc(CCNC(=O)c3ccc(Br)o3)c(=O)[nH]c2c1	3%	1%	-13%	2%	-6%
10	CC1(C)NC(=O)N(CC(=O)OCC(=O)c2ccc(F)cc2)C1=O	4%	2%	-8%	/	13%
11	Cn1c(SCc2nc3ccccc3[nH]2)nnc1-c1cccs1	5%	-2%	-10%	-2%	-3%
12	COC(=O)c1ccc(NC(=O)C[n+]2ccccc2C)cc1	1%	14%	-17%	-3%	-7%
13	Cc1cc(NC(=O)C(C)SCC(=O)OC(C)C(=O)Nc2ccc(F)cc2Cl)no1 (stereo unspecified)	-7%	-2%	-7%	2%	-25%

no.	12-LOX inh	HP1b chromo inh	PGK inhibitor	rTrxR1 inhibitor
6	-9%	?	-5%	15%[57.1 µM]
7	-7%	43%	-10%	15%[57.1 µM]
8	0%	42%[activator]	-4%	20%[57.1 µM]
9	-28%	25%	4%	?
10	13%	22%	-11%	-4%
11	8%	20%	-2%	-3%
12	8%	14%	5%	19%
13	8%	31%	i	-1%

Next compounds follow.
no.	mol	GLS inh	Pin1 inh	JMJD2A Tudor	ERG Ets-DNA blk	RGS4 inh
16	Cc1ccc2nc(NCCC(=O)O)nc(-c3ccccc3)c2c1	-8%	2%	6%	8%	-30%
17	Cc1cc(C(=O)NCc2ccco2)no1	-2%	-4%	-12%	-2%	-15%
18	Cc1nccn1CC(=O)c1ccc(O)c(O)c1	-22%	-8%	20µM*	-4%	?
19	CC(NC(=O)CN(C)CC(=O)Nc1ccccc1Br)c1ccccc1 (stereo unspecified)	1%	-5%	28µM*	2%	0%
20	Cc1ccccc1C(=O)Nc1ccc(NC(=O)c2cccs2)cc1	0%	41%[activator]	-19%	-2%	31%
21	O=C(C[n+]1ccccc1)N/N=C/c1ccc(C(=O)O)cc1	3%	1%	-30%	-3%	37%
22	COc1cc(S(=O)(=O)NCc2ccccc2Cl)ccc1-n1cnnn1	-12%	2%	7%	-4%	-10%
23	O=C(NCc1ccc2c(c1)OCO2)c1ccc(N2CCCCCC2)c([N+](=O)[O-])c1	-1%	1%	?	-3%	22%
24	CC1C(C(=O)Nc2ccccc2)CCCC1(C)C(=O)O (stereo unspecified)	16%	1%	-5%	-4%	19%
25	COc1cccc(CNC(=O)Cn2nc(-c3ccc(Cl)cc3)ccc2=O)c1	-12%&-6%	4%&-22%	-19%&-10%	5%&4%	-10%&-7%
26	COc1ccc(Cl)cc1Nc1nc(C)nc2c1oc1ccccc12	-7%	1%	-9%	-10%	0%
27	Cc1ccc(S(=O)(=O)NCCc2nnc(SCc3cccnc3)n2C)cc1	-5%	-5%	-11%	-8%	-11%
28	CCOC(=O)NNC(=O)c1ccc(Cl)cc1	-5%	-5%	6%	-11%	-25%
29	O=C(NCCCN1CCOCC1)c1c(-c2ccccc2)sc2ccccc12	0%	5%	-12%	12%	-15%
30	O=C(CSc1nnnn1-c1ccccc1)N1CCNC1=O	6%	4%	-4%	-2%	2%

no.	12-LOX inh	HP1b chromo inh	PGK inhibitor	rTrxR1 inhibitor
16	-4%	53%[activator]	i	18%
17	-15%	15%	-2%	-12%
18	-17%	20%	-2%	-6%
19	-18%	-6%	i	26%
20	-23%	26%	-3%	-23%
21	-4%	52%[activator]	2%	-5%
22	-9%	32%	-6%	?
23	-24%	?	-7%	-2%
24	-4%	3%	2%	28%
25	-11%&4%	58%&21%[activator]	-1%&-1%	12%&10%[57.1 µM]
26	?	21%	-2%	135%[activator]
27	4%	20%	-2%	12%
28	-22%	21%	-1%	23%[57.1 µM]
29	7%	55%[activator]	i	15%
30	-16%	42%[activator]	9%	6%

no.	mol	GLS inh	Pin1 inh	JMJD2A Tudor	ERG Ets-DNA blk	RGS4 inh
31	CC(C)(CC(=O)N1CCN(c2ccc(Cl)cc2)CC1)CC1=NS(=O)(=O)c2ccccc2N1	17%	6%	-6%[57.1 µM]	-3%	13%[11.4 µM]
32	Cc1oc(-c2ccc3c(c2)OCCO3)cc1C(=O)O	0%	1%	-15%	0%	-9%
33	O=C(CCC(=O)c1cccs1)NC1CCCCCC1	2%	0%	10%	1%	11%
34	CCC(=O)Nc1c(C)n[nH]c1C	0%	-7%	-9%	-4%	25%
35	O=C(O)c1cnc(-c2ccccc2)nc1Sc1ccc(Cl)cc1Cl	-3%	/	-28%	-13%	-21%
36	CCOc1ccc(-n2c(=O)c3c4c(sc3n(CC(=O)NCCCOC)c2=O)CCCCC4)cc1	6%&1%	-7%&9%	-4%&-8%	1%&-1%	-10%&5%
37	Cc1ccc(C)c(Cn2c3ccccc3c3cnn(CC(=O)NC(C)CCc4ccccc4)c(=O)c32)c1 (stereo unspecified)	7%	3%	-4%	-1%	-3%
38	Cc1ccc(S(=O)(=O)N2CCN(c3ccccc3)CC2)c(C)c1	1%	0%	-4%	-3%	10%
39	CCN(C(=O)CSc1nnc(Cn2nnc3ccccc32)o1)c1nc(-c2ccccc2)cs1	4%	?	-7%	7%	-15%
40	Cc1ccc(S(=O)(=O)N(C)CC(=O)N2CCN(Cc3ccccc3)CC2)cc1	-1%	0%	-8%	-8%	14%

no.	12-LOX inh	HP1b chromo inh	PGK inhibitor	rTrxR1 inhibitor
31	0%	4%	2%	-9%
32	21%	16%	?	-13%
33	15%	55%[activator]	-1%	15%
34	-25%	31%	1%	12%
35	-65%	24%	-7%	-23%
36	-15%&-6%	3%&27%	-4%&9%	16%&2%
37	6%	38%	i	22%
38	0%	36%	5%	14%
39	0%	30%	i	9%
40	0%	33%	3%	-8%

Compound activity (PubChem BioAssay)
